# LEDGF integ inh: blocks HIV-1 LEDGF/p75-dependent DNA integration; inhibition, % at 3.7 µM; actives 0.64% (n = 370,000); AID 743269; TR-FRET IN-LEDGF/p75 DNA integration, Eu/Cy5;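 active = inhibition above the screen-wide mean plus 3 SD, cut at about 13% in these data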;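 note: signal is the Cy5 over europium emission ratio at 671 and 618 nm; 0% = plate median of compound wells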
# ASAP1 inh: ASAP1 ArfGAP inhibition; Q9ULH1; ASAP1-stimulated ARF1 GTP hydrolysis, GDP FP detection; inhibition, % at 16.5 µM; actives 0.19% (n = 360,000); AID 624377; in the data active = inhibition above about 25%;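 note: 0% = vehicle with enzyme and substrate and 100% = no enzyme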
# TDP2 absorb: blocks human TDP2 phosphodiesterase activity; O95551; recombinant TDP2, T5PNP hydrolysis, p-nitrophenol absorbance 415 nm; inhibition, % at 12.8 µM; actives 0.34% (n = 370,000); AID 720702;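 active = inhibition above the mean of all tested compounds plus 3 SD, set per campaign, cut at about 25% in these data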;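 note: 0% = DMSO with enzyme and 100% = buffer with substrate but no TDP2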
#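 System – recombinant human TDP2 · Quantity – TDP2 enzyme at 120 nM final · Doses – single concentration, 12.8 µM nominal, with 1% DMSO · Incubation – 2 h at 37 °C · Measured by – epi absorbance of p-nitrophenol freed from T5PNP by hydrolysis · Read-out – % inhibition relative to enzyme-containing and enzyme-free wells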
# ADAM10 inh: inhibitors of human ADAM10; inhibition, % at 7 µM; recombinant ADAM10, EDANS/DABCYL FRET peptide cleavage, 3 h; actives 0.62% (n = 370,000); AID 720582;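 active = inhibition above a per-campaign cutoff equal to the mean of compounds falling between control-based bounds plus 3 SD, cut at about 20% in these data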;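 note: 0% = DMSO wells while the 100% control is not disclosed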
# DDE Tn6 FP inh: disrupts Tn6 cyclic peptide binding to fibrin D-Dimer-E complex | P02675 | Fibrin DD(E) TRITC-Tn6 fluorescence polarization displacement | inhibition, % at 8.3 µM | actives 0.21% (n = 370,000) | AID 720509;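 active = inhibition above a per-campaign cutoff: mean of compounds within control limits plus 3 SD, cut at about 15% in these data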;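 note: 0% = median of all compound wells on the plate and 100% = blocking peptide control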
# DDE Tn7 FP inh: disrupts Tn7 cyclic peptide binding to fibrin D-Dimer-E complex; P02675; FP displacement of FITC-Tn7 peptide from fibrin DD(E); 0% = median of compound wells per plate; inhibition, % at 8.3 µM; actives 0.13% (n = 370,000);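 active = inhibition above the mean of compounds falling within the control limits plus 3 SD of them, cut at about 14% in these data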;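 note: 0% = plate median of compound wells and 100% = 10 µM Aha-Tn7 peptide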
#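 System: human fibrin DD(E); quantity: Fibrin-DD(E) at 2 µM final; also added: fluorescent Tn7 probe at 0.1 µM; compound dosing: single nominal test concentration of 8.3 µM per compound; schedule: 10 min preincubation, 3 h with tracer, room temperature; detection: fluorescence polarization of the labelled Tn7 tracer; repeats: one replicate per compound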
# KLK7 zymogen act: activates the human kallikrein-7 zymogen | P49862 | purified proKLK7, EDANS-DABCYL substrate fluorescence; 100% is mature enzyme control, 0% vehicle | activation, % at 7 µM | actives 0.9% (n = 370,000);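 active = activation above the mean of all tested compounds plus 3 SD, computed per campaign excluding outliers beyond control limits, cut at about 13% in these data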
# ARFGAP1 inhibitor: inhibitors of rat ARFGAP1; Q62848; inhibition, % at 16.5 µM; Arfgap1-stimulated ARF1 GTP hydrolysis, GDP FP detection; actives 0.26% (n = 360,000);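 active = inhibition above a per-plate limit, mean inhibition of low control wells plus 3 SD, cut at about 25% in these data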;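 note: 0% = DMSO wells with enzyme and 100% = wells lacking Arfgap1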
#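 Assay system: Rat Arfgap1 GAP domain (His6, aa 1-136), purified enzyme | Buffer or medium: HEPES 25 mM pH 7.5, NaCl 150 mM, MgCl2, DTT | Schedule: GTP hydrolysis reaction 2 h at 25 °C | Signal: FP of antibody-bound GDP Alexa 633 tracer, ex 620/em 688 nm | Measure: Percent inhibition of Arfgap1-stimulated GTP hydrolysis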
# PLCg1 inh: inhibitors of human phospholipase C gamma1. P19174. purified PLC-gamma1, fluorogenic substrate, fluorescence. inhibition, % at 12.2 µM. actives 0.84% (n = 370,000); in the data active = inhibition above about 9.5%
# Target sequence (P19174 whole entry, looked up): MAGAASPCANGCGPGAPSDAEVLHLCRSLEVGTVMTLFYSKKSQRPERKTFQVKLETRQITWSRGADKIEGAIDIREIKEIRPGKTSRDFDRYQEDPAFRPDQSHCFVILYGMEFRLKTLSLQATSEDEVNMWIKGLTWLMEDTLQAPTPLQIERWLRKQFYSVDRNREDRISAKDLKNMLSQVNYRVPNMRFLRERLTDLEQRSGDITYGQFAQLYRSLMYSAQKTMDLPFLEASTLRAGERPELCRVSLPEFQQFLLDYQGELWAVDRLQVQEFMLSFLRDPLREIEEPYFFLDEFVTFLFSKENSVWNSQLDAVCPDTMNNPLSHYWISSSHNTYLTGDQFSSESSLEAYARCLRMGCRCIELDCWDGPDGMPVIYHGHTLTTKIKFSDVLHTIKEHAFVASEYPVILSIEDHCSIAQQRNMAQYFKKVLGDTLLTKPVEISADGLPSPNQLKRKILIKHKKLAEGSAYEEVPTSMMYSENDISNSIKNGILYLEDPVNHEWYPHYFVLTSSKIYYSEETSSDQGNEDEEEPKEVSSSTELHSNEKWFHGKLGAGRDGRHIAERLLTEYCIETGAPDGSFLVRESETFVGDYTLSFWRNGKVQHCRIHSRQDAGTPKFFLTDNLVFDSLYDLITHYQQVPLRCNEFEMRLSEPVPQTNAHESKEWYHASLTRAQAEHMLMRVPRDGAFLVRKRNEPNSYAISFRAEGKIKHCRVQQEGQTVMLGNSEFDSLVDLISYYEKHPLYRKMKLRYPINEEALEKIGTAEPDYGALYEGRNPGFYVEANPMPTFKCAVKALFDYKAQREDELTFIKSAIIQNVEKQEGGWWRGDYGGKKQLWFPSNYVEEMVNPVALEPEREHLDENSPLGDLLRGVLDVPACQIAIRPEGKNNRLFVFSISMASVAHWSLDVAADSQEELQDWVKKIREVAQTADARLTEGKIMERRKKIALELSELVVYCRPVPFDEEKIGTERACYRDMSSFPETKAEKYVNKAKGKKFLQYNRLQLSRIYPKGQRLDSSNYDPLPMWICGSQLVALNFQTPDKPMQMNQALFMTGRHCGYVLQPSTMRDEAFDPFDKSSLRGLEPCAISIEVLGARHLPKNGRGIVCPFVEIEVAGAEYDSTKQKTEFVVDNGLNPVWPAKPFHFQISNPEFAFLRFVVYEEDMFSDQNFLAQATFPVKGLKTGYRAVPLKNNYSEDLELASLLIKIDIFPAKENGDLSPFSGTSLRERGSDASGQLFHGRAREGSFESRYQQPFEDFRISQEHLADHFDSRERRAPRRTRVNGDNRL
# ADAM17 inh: inhibitors of human ADAM17; actives 0.83% (n = 370,000); recombinant ADAM17, EDANS/DABCYL FRET peptide cleavage; inhibition, % at 6.95 µM; P78536; AID 720648;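 active = inhibition above the mean of compounds lying between control limits plus 3 SD, set per campaign, cut at about 8.5% in these data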;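 note: 0% = DMSO-only wells as the low control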
# Active calls of the source: *; i = inactive.
# A first look, 4 compounds:
item	DDE Tn7 FP inh	ARFGAP1 inhibitor	KLK7 zymogen act	ASAP1 inh	ADAM10 inh	ADAM17 inh	DDE Tn6 FP inh	LEDGF integ inh	PLCg1 inh	TDP2 absorb	structure
1	0	2	-0.5	11	19	6	-9	-7	2	-2	C=CCn1c(O)c(N=NC(=S)Nc2cccc(OC)c2)c2ccccc21
2	1	-1	-0.1	4	-4	2	-4	3	4	-11	Cc1cccc(Nc2nc(N)nc(N)c2N=O)c1
3	-5	-6	-0.1	-22	-3	-1	-1	-2	0	1	Cn1cnnc1SCC(=O)NNC(=O)c1ccc(Cl)cc1
4	2	3	-1.1	-1	-3	2	3	6	-1	4	O=C(COC(=O)C(Cc1ccccc1)NC(=O)c1cccs1)NCc1ccccc1 (configuration not stated)

# All compounds of this part, previewed entries included:
item	DDE Tn7 FP inh	ARFGAP1 inhibitor	KLK7 zymogen act	ASAP1 inh	ADAM10 inh	ADAM17 inh	DDE Tn6 FP inh	LEDGF integ inh	PLCg1 inh	TDP2 absorb	structure
1	0	2	-0.5	11	19	6	-9	-7	2	-2	C=CCn1c(O)c(N=NC(=S)Nc2cccc(OC)c2)c2ccccc21
2	1	-1	-0.1	4	-4	2	-4	3	4	-11	Cc1cccc(Nc2nc(N)nc(N)c2N=O)c1
3	-5	-6	-0.1	-22	-3	-1	-1	-2	0	1	Cn1cnnc1SCC(=O)NNC(=O)c1ccc(Cl)cc1
4	2	3	-1.1	-1	-3	2	3	6	-1	4	O=C(COC(=O)C(Cc1ccccc1)NC(=O)c1cccs1)NCc1ccccc1 (configuration not stated)
5	10	-5	-0.6	9	0	0	11	1	-1	11	Cc1cc(C)n(CC(O)COc2ccc(Cl)cc2Cl)n1 (configuration not stated)
6	-1	9	-0.2	2	1	0	-9	4	-2	-12	COCCN(C(=O)Cn1c(C(F)(F)F)nc2ccccc21)c1c(N)n(Cc2ccccc2)c(=O)[nH]c1=O
7	-7	15	-0.1	0	1	2	-8	1	3	4	CCN(CC)S(=O)(=O)c1ccc(OC)c(NS(=O)(=O)c2cccc(C(=O)O)c2)c1
8	4	1	-0.1	-6	8	-4	7	3	-6	-10	Nn1c(SCC(=O)NC(=O)NCc2ccco2)nnc1-c1ccc(OC(F)F)cc1
9	-2	5	0.1	-4	5	0	1	0	1	3	c1ccc(-c2csc3nnc(SCc4ccc5c(c4)OCCO5)n23)cc1
10	-5	13	-0.1	0	0	-5	5	0	1	-10	O=C(NCc1ccccn1)C1CCN(Cc2cnn(-c3ccccc3)c2-n2cccc2)CC1
11	2	0	0.3	0	2	1	2	1	-3	-10	Cc1cccc(-n2c(SCN3C(=O)c4ccccc4C3=O)nc3ccccc3c2=O)c1
12	-3	-8	-0.4	-2	2	-2	9	4	1	5	CC(C)(C)c1ccc(C(CC(=O)O)NC(=O)Cc2ccccc2)cc1 (configuration not stated)
13	-3	5	0.4	6	9	2	-5	-3	4	-13	CC1CCN(C(=O)c2ccc(Br)c(S(=O)(=O)N3CCOCC3)c2)CC1
14	9	-7	0.2	-11	-1	1	0	3	2	-1	COc1cc(NS(=O)(=O)c2ccc(N=Cc3c(C)[nH]n(-c4ccccc4)c3=O)cc2)nc(OC)n1
15	3	2	-0.4	-6	0	0	-3	0	-1	4	Cc1cc(N2CCc3ccccc32)n2ncnc2n1
16	0	-3	-0.5	3	1	1	5	1	-2	-6	Cn1cccc1C(=O)N1CCc2ccccc2C1
17	3	74*	-0.4	15	0	5	-8	10	4	-19	O=C(Nc1ccc(Nc2ccncc2)cc1)c1ccc(Nc2ccnc3ccc([N+](=O)[O-])cc23)cc1[N+](=O)[O-]
18	-6	15	-0.5	10	8	1	7	5	5	-6	COc1ccc(Nc2nnc(SCC(=O)NC(=O)Nc3ccc4c(c3)OCCO4)s2)cc1
19	5	-9	-0.3	-13	6	1	2	-2	3	14	CCC(O)c1cc2c(cc1NC(=O)c1cccs1)OCCO2 (configuration not stated)
20	7	1	0.4	-8	5	-1	2	4	-2	5	O=C1Nc2ccccc2C1=Nc1cccc([N+](=O)[O-])c1

# Structures above printed as active in ARFGAP1 inhibitor:
item	DDE Tn7 FP inh	ARFGAP1 inhibitor	KLK7 zymogen act	ASAP1 inh	ADAM10 inh	ADAM17 inh	DDE Tn6 FP inh	LEDGF integ inh	PLCg1 inh	TDP2 absorb	structure
17	3	74*	-0.4	15	0	5	-8	10	4	-19	O=C(Nc1ccc(Nc2ccncc2)cc1)c1ccc(Nc2ccnc3ccc([N+](=O)[O-])cc23)cc1[N+](=O)[O-]

# (further entries)
item	DDE Tn7 FP inh	ARFGAP1 inhibitor	KLK7 zymogen act	ASAP1 inh	ADAM10 inh	ADAM17 inh	DDE Tn6 FP inh	LEDGF integ inh	PLCg1 inh	TDP2 absorb	structure
21	4	8	0.2	0	-18	-7	-2	0	-26	5	Cc1cc(C)n2cc(COc3ccc4ccccc4c3)nc2n1
22	-2	-4	-0.2	-9	7	2	3	-2	4	-8	O=C1CNC(=O)/C1=C\N1CCN(C(c2ccccc2)c2ccccc2)CC1
23	3	12	0.2	-2	0	-5	0	-2	-6	4	Cc1cc(C)n(-c2nc3ccccc3nc2N2CCN(S(=O)(=O)c3cccc(C#N)c3)CC2)n1
24	5	3	0.4	1	-10	-6	1	-4	-4	-8	COCC1CCN(Cc2cn[nH]c2-c2cc3ccccc3o2)C1 (configuration not stated)
25	-5	4	-0.3	4	2	2	1	0	4	-7	Cc1ccc(Nc2nnc(C(C)(C)C)c(=O)n2N)cc1
26	-8	-5	-0.4	-4	1	2	-11	7	6	-9	Cc1cc(NC(=O)CN2C(=O)NC(CC(C)C)C2=O)ccc1Br (configuration not stated)
27	1	-12	0.4	-8	-6	-4	1	-2	2	-1	O=C(NCCCn1ccnc1)C1CCCN(S(=O)(=O)c2ccc(F)cc2)C1 (configuration not stated)
28	2	2	0.0	-3	4	-2	-5	2	1	4	CCN(CC)C(=S)NC(=O)c1cccnc1
29	-4	-1	0.5	8	-4	-2	4	2	1	-1	Cc1ccc(S(=O)(=O)N(CC(=O)N2CCOCC2)c2ccc(C(C)C)cc2)cc1
30	4	1	-0.3	-7	-4	-1	6	0	-7	5	COc1ccccc1NC(=O)c1ccc(NC(=O)COC(=O)C2CC2C)cc1 (configuration not stated)
31	-3	-9	-0.1	-5	-4	-3	0	-1	3	6	COc1ccc(-n2c(C)nn(CC3CC3)c2=O)cc1
32	-9	13	0.0	-3	5	2	-2	1	1	-3	CCSc1ccc(C(=O)NCC(=O)O)cc1
33	0	8	-0.7	7	-3	-3	-3	-1	-1	0	CCOc1ccc(N2C(=O)C3C(c4ccc(OC)cc4OC)NC(CCSC)(C(=O)OC)C3C2=O)cc1 (configuration not stated)
34	3	0	-0.2	3	3	1	7	1	-2	-7	CC(=O)N1CCOCCOCCN(C(C)=O)CCOCCOCC1
35	-2	-7	1.1	-12	7	2	2	4	1	-9	Cc1cccc(NS(=O)(=O)c2cc(C(=O)N3CCCCCC3)ccc2C)c1
36	1	-1	-0.6	14	-6	-1	-7	2	-39	0	Nc1[nH]c(C(=O)c2ccccc2)c(-c2ccccn2)c1C(=O)c1c[nH]c2ccc(F)cc12
37	-1	15	-0.8	1	-20	-4	-6	-6	1	0	O=C(CSc1nnc2ccccn12)NNC(=O)c1cccc([N+](=O)[O-])c1
38	-1	7	23*	10	i	i	-2	-1	i	-8	CCC1(C)Cc2ccccc2-c2nc(NCCO)[nH]c(=O)c21 (configuration not stated)
39	2	-16	-0.1	-8	0	-4	0	1	-4	-2	CC1C(=O)CCN(C(C)(C)C)C1C (configuration not stated)
40	1	9	0.1	3	2	-3	-3	-1	-1	-2	O=C(OCCN=C1NS(=O)(=O)c2ccccc21)c1ccccc1F
41	-7	2	0.2	-7	6	-1	-2	1	0	4	CC(CCc1ccccc1)NC(=O)[C@@H]1Cc2ccccc2CN1 (some centres not stated)
42	0	-1	14*	1	i	-194	-1	1	-355	-2	CCN(CC)c1nc2ccccc2nc1C(C#N)C(=O)NCCCOC (configuration not stated)
43	-8	4	-0.1	4	-2	2	-1	4	-6	-12	Cc1cccc(NC(=O)CSc2nnc3ccc(-c4cccnc4)nn23)c1
44	-4	16	0.6	-8	-57	-19	-12	-1	-27	4	O=C(CN1CC(=O)Nc2ccccc21)Nc1ccc(F)c(F)c1
45	0	-2	0.0	-8	1	0	-2	2	4	8	CCOC(=O)C1CCN(C(=O)c2ccc(Cl)c(S(=O)(=O)N3CCOCC3)c2)CC1
46	8	4	0.1	-8	-3	-10	8	1	-8	-4	COc1ccccc1Nc1ncc(-c2cccs2)s1
47	-5	5	-0.2	-1	-4	2	-1	5	5	-11	O=C(O)CCCCCNS(=O)(=O)c1ccc2c(c1)OCCO2
48	5	3	0.0	-19	-74	-22	-4	1	-12	-5	CCCC(=O)OCCNC(=O)c1cc2ccccc2oc1=O
49	-2	4	0.0	8	-4	-7	-2	3	-4	7	CCOC(=O)CNC(=O)CSc1nnc(COc2ccc(Cl)cc2)n1CC
50	7	0	0.0	12	1	-1	2	-4	1	10	c1ccc(C2=Nn3c(Cn4nnc5ccccc54)nnc3SC2)cc1
51	-3	-8	-0.8	2	-37	-9	-1	-4	-7	4	CCC[C@@H](O)c1cc2cc(OC)c(OC)cc2c(=O)o1
52	7	3	0.4	3	-17	-4	1	3	-11	-1	CCOC(=O)C1=C(COC(=O)/C=C/c2ccc(C)o2)NC(=O)NC1C (configuration not stated)
53	-5	5	0.6	-3	-26	-7	-6	9	-30	0	CN1c2ccccc2C(C)(C)C12C=Cc1cc(O)ccc1O2 (configuration not stated)
54	11	3	0.4	0	0	-2	-3	-3	2	-4	COc1cccc(/C=N/n2c(-c3cc(C)[nH]n3)n[nH]c2=S)c1OC
55	-14	15	0.4	-1	2	4	10	6	9.9*	-4	COc1ccc(CCNC(=O)Cn2nnc(-c3ccccc3F)n2)cc1OC
56	-5	10	-0.5	8	-2	-1	-2	3	2	-4	Cc1cccc(-n2ccc(=O)c(C(=O)Nc3ccc(S(=O)(=O)N4CCOCC4)cc3)n2)c1
57	7	-3	-0.5	3	-11	-6	-3	-1	1	-4	Cc1ccc(OCC2Cn3c(nc4c3c(=O)[nH]c(=O)n4C)O2)cc1C (configuration not stated)
58	4	12	0.3	-2	3	1	6	5	4	10	CCOc1ccc(NC(=O)c2ccc3nccnc3c2)cc1
59	5	1	0.0	-5	-1	-2	2	4	3	-14	Cc1cccc(C)c1NC(=O)CNC(=O)c1ccc(NS(=O)(=O)c2ccc3[nH]c(=O)[nH]c3c2)cc1
60	1	-5	-0.6	0	-3	-1	9	-2	5	-9	Cc1ccc(N2CC(C(=O)OCc3nnc(-c4ccccc4)o3)CC2=O)cc1 (configuration not stated)
61	-6	0	0.2	-9	2	4	-6	3	5	-10	CCOc1ccc(NC(=O)c2ccc(CSc3nnc(C)s3)cc2)cc1
